SIAE primary = human SIAE inhibition, primary screen; Q9HAT2; SIAE FP-Rh probe binding, fluorescence polarization; inhibition, % at 9.66 µM; 0.69% of 370,000 active; AID 1053197;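 active = inhibition above a cutoff: mean of compounds within the control limits plus 3 SD of those, cut at about 17% in these data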;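 note: 0% = plate median of compound wells and 100% = probe without SIAE protein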
Target sequence (Q9HAT2 whole entry, looked up): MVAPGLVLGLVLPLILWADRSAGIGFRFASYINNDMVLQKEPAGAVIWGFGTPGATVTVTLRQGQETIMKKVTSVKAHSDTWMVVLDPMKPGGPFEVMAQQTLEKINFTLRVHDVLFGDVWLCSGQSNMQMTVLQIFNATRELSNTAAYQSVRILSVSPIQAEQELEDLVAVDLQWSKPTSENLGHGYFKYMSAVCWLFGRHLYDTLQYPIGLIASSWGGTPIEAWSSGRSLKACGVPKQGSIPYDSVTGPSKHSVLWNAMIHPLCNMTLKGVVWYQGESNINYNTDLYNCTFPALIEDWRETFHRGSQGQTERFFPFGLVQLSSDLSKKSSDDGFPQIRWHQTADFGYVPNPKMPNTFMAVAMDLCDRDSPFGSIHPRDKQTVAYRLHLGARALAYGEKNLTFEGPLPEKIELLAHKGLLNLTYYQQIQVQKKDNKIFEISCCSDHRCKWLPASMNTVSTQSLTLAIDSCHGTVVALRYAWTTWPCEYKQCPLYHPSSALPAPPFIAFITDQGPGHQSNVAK
HTRA1 inhibitor = blocks human HTRA1 serine peptidase. Q92743. 0.5% of 340,000 active. recombinant HTRA1, FP-rhodamine activity-based probe, fluorescence polarization. inhibition, % at 5.96 µM; in the data active = inhibition above about 36%;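 note: 0% = enzyme with DMSO and 100% = wells lacking enzyme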
UHRF1 binding = UHRF1 methyl-DNA binding inhibition. 0.75% of 370,000 active. UHRF1 binding to methylated oligo, TR-FRET. Q96T88. AID 687016. inhibition, % at 4.4 µM; in the data active = inhibition above about 21%;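 note: UHRF1 SRA domain binding a hemimethylated CpG hairpin DNA probe; 0% = median of test compound wells and 100% = reference inhibitor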
Tn7 DDE FP = inhibitors of Tn7 peptide binding to human fibrin DD(E) | AID 720508 | 0.13% of 370,000 active | inhibition, % at 8.3 µM | FP displacement of FITC-Tn7 peptide from fibrin DD(E); 0% = median of compound wells per plate;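 active = inhibition above the mean of compounds falling within the control limits plus 3 SD of them, cut at about 14% in these data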;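 note: 0% = plate median of compound wells and 100% = 10 µM Aha-Tn7 peptide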
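Measure: % inhibition scaled between sample-field median and high-control FP; Test system: human fibrin DD(E); Quantity: 2 µM final DD(E) protein; Doses: one dose, 8.3 µM nominal; Schedule: compound with protein 10 min, then 3 h after probe, room temperature; Detection: fluorescence polarization; Medium: Tris buffer with calcium and detergent, pH 7.8.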
TDP2 absorb = TDP2 (human) inhibition, absorbance primary screen; O95551; recombinant TDP2, T5PNP hydrolysis, p-nitrophenol absorbance 415 nm; inhibition, % at 12.8 µM; 0.34% of 370,000 active; AID 720702;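 active = inhibition above the mean of all tested compounds plus 3 SD, set per campaign, cut at about 25% in these data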;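 note: 0% = DMSO with enzyme and 100% = buffer with substrate but no TDP2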
Target sequence (O95551 whole entry, looked up): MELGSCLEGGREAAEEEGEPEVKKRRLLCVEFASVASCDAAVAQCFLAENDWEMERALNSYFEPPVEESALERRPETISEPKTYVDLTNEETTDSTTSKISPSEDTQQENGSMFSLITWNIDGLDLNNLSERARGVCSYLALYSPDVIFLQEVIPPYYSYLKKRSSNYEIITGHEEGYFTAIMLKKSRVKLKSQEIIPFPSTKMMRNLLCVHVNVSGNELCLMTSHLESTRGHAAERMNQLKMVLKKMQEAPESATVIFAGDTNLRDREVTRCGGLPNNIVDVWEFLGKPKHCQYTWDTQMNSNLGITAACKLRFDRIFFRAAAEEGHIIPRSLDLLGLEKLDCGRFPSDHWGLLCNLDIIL
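System: recombinant human TDP2 / Amount: 120 nM TDP2 per well / Also added: 5 mM T5PNP chromogenic substrate / Doses: 12.8 µM single point, 1% DMSO / Incubation: 2 h at 37 °C / Detection: p-Nitrophenol epi absorbance / Evaluation: % inhibition relative to enzyme-containing and enzyme-free wells / Repeats: singlicate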
mABHD4 FP = ABHD4 (mouse) inhibition, primary FP screen; 0.54% of 370,000 active; purified mABHD4, FP-Rh probe fluorescence polarization; inhibition, % at 8.92 µM;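 active = inhibition exceeding the mean over every tested compound plus 3 SD, cut at about 30% in these data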;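 note: 0% = plate median of compound wells and 100% = S159A mutant with DMSO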
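Assay system: mouse ABHD4 enzyme, wild type / Also added: fluorescent activity-based probe FP-Rh / Doses: single nominal dose of 8.92 µM, 0.89% DMSO final / Timing: 45 min compound pre-incubation plus 60 min probe step, 25 °C / Signal: FP readout, ex 525 nm / em 598 nm / Control set: S159A mutant/DMSO as 100%, compound-well median as 0%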
TCR CD3 inh = blocks the human TCR-CD3 interaction; TAMRA-labeled TCR probe fluorescence, biochemical; inhibition, % at 9.4 µM; 0.37% of 360,000 active; AID 651800; in the data active = inhibition above about 19%;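 note: recombinant mutant TCR 2C K166C tagged with TAMRA read by polarization; 0% = receptor in buffer alone and 100% = receptor with positive control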
LEDGF integ inh = blocks HIV-1 LEDGF/p75-dependent DNA integration. inhibition, % at 3.7 µM. 0.64% of 370,000 active. TR-FRET IN-LEDGF/p75 DNA integration, Eu/Cy5;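 active = inhibition above the screen-wide mean plus 3 SD, cut at about 13% in these data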;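 note: signal is the Cy5 over europium emission ratio at 671 and 618 nm; 0% = plate median of compound wells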
PG9 binder = small molecules binding HIV-1 gp120 antibody PG9; TR-FRET gp120-PG9 antibody binding; inhibition, % at 6.7 µM; 0.43% of 360,000 active; AID 624416; in the data active = inhibition above about 8.5%
PRMT1 inh = inhibitors of human PRMT1; inhibition, % at 2.79 µM; AID 652257; 1.3% of 370,000 active; recombinant PRMT1, activity-based probe fluorescence polarization;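 active = inhibition above about 21% made by adding two undisclosed values, limit read from the data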
* = called active by the depositor; . = not tested or not shown; & = joins results of further samples.

item	HTRA1 inhibitor	TCR CD3 inh	mABHD4 FP	TDP2 absorb	SIAE primary	Tn7 DDE FP	UHRF1 binding	PG9 binder	PRMT1 inh	LEDGF integ inh	SMILES
1	-2	-4	6	1	-2	5	2	0.0	-1	-1	Cc1ccc(S(=O)(=O)NCC(=O)OCC(=O)c2cccs2)cc1
2	5	5	1	-15	0	3	1	-3.2	0	2	Cc1ccc(Sc2cc(C(F)(F)F)nc(N(C)C)n2)cc1
3	3	-4	13	-4	11	-2	-2	-2.8	-1	-2	COc1ccc(/C=N/Nc2ncnc3c2[nH]c2ccccc23)c(OC)c1OC
4	2	2	-6	-6	2	-1	3	1.6	3	3	Cc1ccccc1OCC(=O)NCCN(C)C
5	-25	-1	-8	-12	-12	-10	1	-1.2	-3	6	Cc1sc(NC(=O)C2CSC3(C)CCC(=O)N23)nc1-c1ccccc1 (centres undefined)
6	-4	2	2	2	3	3	-1	-1.0	-1	0	C=CCNc1nc(Cl)nc(Nc2ccc(OC)cc2)n1
7	-2	9	2	-10	0	-7	1	-0.3	-2	1	CCn1c(SCC(=O)Nc2nccs2)nnc1-c1ccncc1
8	6	-4	-4	-9	3	-4	4	-0.7	1	2	CCN(CC)S(=O)(=O)c1ccc(C(=O)NNC2=NS(=O)(=O)c3ccccc32)cc1
9	5	2	3	-3	-2	2	0	-2.8	4	4	CCc1ccccc1NC(=O)CN1CCN(CC(=O)NCc2ccc(Cl)cc2)CC1
10	-8	2	-1	-9	5	5	0	0.5	-1	0	Cc1cnc2cc(Cl)c(Cl)cc2n1
11	-4	5	-2	-10	3	2	-2	1.7	0	0	CCOC(=O)CN1C(=O)N[C@@H](c2cccc(F)c2)C(C(C)=O)=C1C
12	6	-5	-9	8	-2	9	2	-0.8	4	-1	COc1ccc(S(=O)(=O)N(C)CC(=O)NCCN2CCOCC2)cc1C
13	-2	6	0	1	4	-2	0	-0.8	-3	1	Cc1ccc(-n2c(SCC(=O)NCc3ccco3)nnc2-c2cccnc2)c(C)c1
14	-7	1	1	-4	8	-5	0	-2.8	-2	3	Cc1ccc(C)c(N(C(=O)Cn2nnc3ccccc32)C(C(=O)NC(C)(C)C)c2ccsc2)c1 (centres undefined)
15	4	6	-2	-24	-9	1	10	-2.0	1	5	CCCn1c(SCC(=O)NCc2ccco2)nnc1C(C)C
16	10	-1	1	6	10	2	-1	-0.9	-1	0	COc1ccc(OC)c(/C=C/C(=O)N(C)CC(=O)Nc2ccc(N3CCOCC3)cc2)c1
17	1	3	0	-6	0	-1	6	0.7	0	-4	CC(=O)NC(Cc1ccc(F)c(F)c1)C(=O)NC1CCN(c2nnnn2-c2ccccc2)CC1 (centres undefined)
18	4	-1	3	-10	-4	-4	5	-0.9	1	-2	CC(=O)n1nc(-c2cccnc2)nc1N
19	12	5	-1	-12	4	2	0	-1.7	1	1	CCOc1cccc(C(=O)N2CCCCC2c2cccnc2)c1 (centres undefined)
20	-5	9	-2	13	8	11	-2	-1.5	-2	2	CC1CCN(CC(=O)Nc2ccc(Br)cc2[N+](=O)[O-])CC1
21	0	1	5	15	-3	3	0	-1.8	2	3	COCCNC(=O)CN1C(=O)c2cccc3cccc1c23
22	-2	3	-4	7	7	5	0	0.0	-3	1	COC(=O)C1=C(C)NC(=O)NC1c1ccc(OC)c(OC)c1 (centres undefined)
23	.	-3	2	6	12	-2	2	-2.6	5	-5	CCOC1CCCc2oc(-c3ccc(OC)cc3)c(C#CCCO)c21 (centres undefined)
24	4	5	-10	-19	-6	-2	0	-1.2	-4	2	COc1ccc(C(C)C)cc1S(=O)(=O)Nc1ncn[nH]1
25	-20	1	1	-14	-5	-5	2	-0.9	0	3	COc1ccc(C(=O)COC(=O)c2ccc3c(c2)NC(=O)CS3)c(OC)c1
26	-1	1	6	-2	-7	3	1	-1.9	-2	0	COc1ccc(OC)c2sc(NC(=O)CCSc3ccccc3)nc12
27	-1	-3	-9	-16	-1	-7	4	0.2	-2	4	CC(NS(=O)(=O)c1ccc(Br)cc1)C(=O)NCC1CCCO1 (centres undefined)
28	1	3	2	3	2	-1	-1	-1.0	-1	-1	COc1cc(-n2ccnc2SC)c(Cl)cc1Cl
29	-5	-3	-2	0	1	-2	0	-1.9	0	0	OCC1(Cc2ccc(F)cc2F)CCCN(CCCc2ccccc2)C1 (centres undefined)
30	.	.	-4	-1	-3	-4	-13	.	-1	2	CCCCN(C)C(=O)CSc1nnc(-c2cc(OC)c(OC)c(OC)c2)o1
31	-1	3	-10	8	2	4	-4	0.6	-3	0	CC(=O)NCCCc1nc2ccccc2n1Cc1ccccc1C
32	4	-6	16	1	11	4	3	-0.8	1	-2	CC1CCCCC1NC(=O)CCn1c(=O)sc2ccccc21 (centres undefined)
33	10&8	-1&-2	4&11	4&-2	4&5	10&-7	1&-3	-3.7&-4.5	0&-4	0&-1	CN(C)CCCN1c2ccccc2Sc2ccc(Cl)cc21
34	5	-5	-8	-29	-2	-2	4	-0.8	1	3	Cc1cc(C)nc(N/N=C/c2ccccc2OCC(=O)O)n1
35	3	0	4	-1	-5	6	3	0.3	0	-3	CS(=O)(=O)N(CC(=O)N1CCCCCC1)c1cccc(F)c1
36	-4	3	-2	-1	6	-6	-4	-3.1	-2	4	Cc1ccc(NC(=O)CCNS(=O)(=O)c2ccc3c(c2)CCC(=O)N3)cc1
37	11	0	0	-5	-4	-5	0	-1.0	3	-1	COc1ccccc1N1CCN(S(=O)(=O)CCNC(=O)CC2CCCC2)CC1
38	1	0	10	9	8	0	-3	2.0	1	-5	CCCCN(C(=S)Nc1cccc(C)c1C)c1c(N)n(CCC)c(=O)[nH]c1=O
39	-1	2	-9	-11	-2	1	-1	0.0	-3	4	COc1cccc(NC(=O)CN(C)C(=O)CNC(=O)c2ccc(Oc3ccccc3)cc2)c1
40	.	-2	1	-25	1	-3	0	-0.2	-6	4	Cc1cccc(NC(=O)C2CC(=O)n3ncnc3N2)c1 (centres undefined)
41	-8	1	-7	-6	-8	-4	3	20*	2	3	C[C@H](NC(=O)c1ncn2c1c(=O)[nH]c1ccc(Br)cc12)c1ccccc1
42	14	2	6	0	3	-4	1	-1.8	1	-5	Nc1cc(Br)c(N)c(Br)c1
43	8	4	-4	14	-4	-4	1	-0.6	1	-1	Cc1cc(C)cc(NC(=O)C2C3C=CC4(O3)C2C(=O)N(CCCN(C)C)C4C(=O)NC2CCCC(C)C2C)c1 (centres undefined)
44	-9	-3	-4	-2	-2	0	1	-0.5	1	-8	Cc1cccc(C(=O)Nc2nnc(Cc3ccccc3)s2)c1
45	-3	6	1	6	0	4	-1	1.8	0	0	CCOc1ccc(CN(C)CC(=O)Nc2ccccc2C(=O)NC2CC2)cc1
46	-5	-9	-2	-1	3	-2	0	0.3	-1	2	O=C(Nc1ccccc1)c1ccc(=O)[nH]n1
47	.	2	5	12	6	4	1	-1.2	3	0	O=c1ccn([C@@H]2O[C@H](CNCc3cccc4c3sc3ccccc34)[C@@H](O)[C@H]2O)c(=O)[nH]1
48	.	-11	-2	-2	-6	-1	-3	-0.7	5	2	CN(C)C(=O)c1cccc(-c2cc(NC=O)c3ncc(-c4ccc(F)c(Cl)c4)n3c2)c1
49	3	7	2	7	-8	4	22*	1.1	-1	3	COc1ccc(CC(=O)Nc2ccc(-c3nnc(-c4ccc(C)cc4)o3)cc2)cc1
50	6	-8	2	2	-2	-8	0	-1.7	3	-2	COc1ccc(C(C(=O)NCc2ccc(F)cc2)N(Cc2cccnc2)C(=O)c2snc(C(N)=O)c2N)cc1 (centres undefined)
51	4	7	5	-2	12	8	0	-3.0	-1	-1	CCc1nn(C(C)C(=O)N2CCN(c3ccc(OC)cc3)CC2)c(=O)c2cc3occc3n12 (centres undefined)
52	.	-3	-3	10	1	0	-1	-1.9	-4	0	O=C1C(=Cc2cccc(Cl)c2)Cc2ccccc21

Among those listed so far, these contain fluorine:
item	HTRA1 inhibitor	TCR CD3 inh	mABHD4 FP	TDP2 absorb	SIAE primary	Tn7 DDE FP	UHRF1 binding	PG9 binder	PRMT1 inh	LEDGF integ inh	SMILES
2	5	5	1	-15	0	3	1	-3.2	0	2	Cc1ccc(Sc2cc(C(F)(F)F)nc(N(C)C)n2)cc1
11	-4	5	-2	-10	3	2	-2	1.7	0	0	CCOC(=O)CN1C(=O)N[C@@H](c2cccc(F)c2)C(C(C)=O)=C1C
17	1	3	0	-6	0	-1	6	0.7	0	-4	CC(=O)NC(Cc1ccc(F)c(F)c1)C(=O)NC1CCN(c2nnnn2-c2ccccc2)CC1 (centres undefined)
29	-5	-3	-2	0	1	-2	0	-1.9	0	0	OCC1(Cc2ccc(F)cc2F)CCCN(CCCc2ccccc2)C1 (centres undefined)
35	3	0	4	-1	-5	6	3	0.3	0	-3	CS(=O)(=O)N(CC(=O)N1CCCCCC1)c1cccc(F)c1
48	.	-11	-2	-2	-6	-1	-3	-0.7	5	2	CN(C)C(=O)c1cccc(-c2cc(NC=O)c3ncc(-c4ccc(F)c(Cl)c4)n3c2)c1
50	6	-8	2	2	-2	-8	0	-1.7	3	-2	COc1ccc(C(C(=O)NCc2ccc(F)cc2)N(Cc2cccnc2)C(=O)c2snc(C(N)=O)c2N)cc1 (centres undefined)

Source: PubChem
